# PfHsp40 rescue: compounds rescuing yeast from Plasmodium falciparum HSP40 toxicity. S. cerevisiae expressing PfHsp40, growth rescue, ATP luminescence. growth rescue, % at 12.5 µM. hit rate 0.68% among 340,000; in the data active = growth rescue above about 28%, passing the limit was not always enough; inconclusive = no clear call, values can overlap the other calls;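 note: yeast W303a lacking pdr1 and pdr3 grown in galactose medium; growth measured after three days at 30 °C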
# TcdB GH inh: inhibitors of Clostridioides difficile toxin B glycohydrolase; P18177; TcdB glycohydrolase enzymatic assay, plate reader; inhibition, % at 9.99 µM; hit rate 0.24% among 350,000; AID 652162; in the data active = inhibition above about 10%
# PrPC TRFRET: reduces human prion protein on the cell surface; P04156; cell surface PrPC, TR-FRET read-out; inhibition, % at 13.8 µM; hit rate 0.43% among 370,000; in the data active = inhibition above about 24%; note: 0% = median of the test wells and 100% = reference compound wells
# 3CLpro inhibitor: SARS-CoV 3CLpro protease inhibition. inhibition, % at 6 µM. recombinant SARS-CoV 3CLpro, quenched FRET peptide cleavage. AID 1706. hit rate 0.14% among 290,000; in the data active = inhibition above about 12%
# Anthrax LF inh2: anthrax lethal factor protease inhibition; P15917; multiplex microsphere protease cleavage assay, LF; inhibition, % at 10 µM; hit rate 0.12% among 360,000; AID 588501; note: plate controls were buffer without enzyme for full effect and enzyme alone for no effect
# Target sequence (P15917 whole entry, looked up): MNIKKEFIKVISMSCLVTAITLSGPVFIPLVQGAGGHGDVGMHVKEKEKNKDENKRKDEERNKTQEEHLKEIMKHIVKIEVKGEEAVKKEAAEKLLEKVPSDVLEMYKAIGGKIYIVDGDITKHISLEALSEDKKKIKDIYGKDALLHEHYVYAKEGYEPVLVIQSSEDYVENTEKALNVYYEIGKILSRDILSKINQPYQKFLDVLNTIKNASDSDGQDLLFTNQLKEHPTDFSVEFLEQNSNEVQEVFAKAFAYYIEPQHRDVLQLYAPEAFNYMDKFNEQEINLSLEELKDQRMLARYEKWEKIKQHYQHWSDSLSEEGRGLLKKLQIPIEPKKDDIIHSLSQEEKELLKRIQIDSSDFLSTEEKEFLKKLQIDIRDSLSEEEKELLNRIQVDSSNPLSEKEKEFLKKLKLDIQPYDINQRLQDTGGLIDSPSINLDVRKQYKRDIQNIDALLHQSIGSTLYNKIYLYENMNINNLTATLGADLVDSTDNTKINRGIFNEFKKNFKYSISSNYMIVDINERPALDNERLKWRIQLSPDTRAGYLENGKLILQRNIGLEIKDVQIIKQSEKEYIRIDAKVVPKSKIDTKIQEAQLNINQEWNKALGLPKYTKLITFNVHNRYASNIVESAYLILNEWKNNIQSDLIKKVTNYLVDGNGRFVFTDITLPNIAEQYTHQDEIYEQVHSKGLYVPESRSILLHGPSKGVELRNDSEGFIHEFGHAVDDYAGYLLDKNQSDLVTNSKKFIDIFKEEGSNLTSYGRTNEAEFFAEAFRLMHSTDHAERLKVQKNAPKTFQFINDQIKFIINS
# PriA SSB inh: blocks PriA binding to SSB C-terminal tail. AlphaScreen SSBct-PriA binding, biotinylated peptide. inhibition, % at 33 µM. AID 1272365. hit rate 0.6% among 430,000; in the data active = inhibition mostly above about 37%, no sharp cut-off; inactive = mostly below about 20%;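 note: plate controls were negative control peptide for no effect and reference peptide for full effect; strong numbers were not always called active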
# BoNT-A LC inh2: blocks Botulinum neurotoxin A light chain protease | multiplex microsphere protease substrate cleavage, flow cytometry | inhibition, % at 10 µM | hit rate 0.17% among 360,000; note: plate controls were buffer without enzyme for full effect and enzyme alone for no effect
# Yp Topo-I inh: inhibitors of Yersinia pestis topoisomerase I; Y. pestis Topo-I cleavage product accumulation, plate reader; activity, % at 10 µM; AID 504884; hit rate 0.064% among 360,000; in the data active = activity above about 50%, passing the limit was not always enough; inconclusive = no clear call, values can overlap the other calls; note: inactives centre near 2
# Vc quorum ag: quorum light induction in luxS cqsA deficient V. cholerae; V. cholerae BH1578 lux reporter, luminescence, 6 h; activation, % at 18.7 µM; hit rate 0.16% among 350,000; in the data active = activation mostly above about 9.7%, no sharp cut-off; inconclusive = no clear call, values can overlap the other calls; inactive = mostly below about 3.7%; note: not every result past the cut was called active; inactives centre near 0; reference of the scale not given here
# * = called active by the depositor; i = inactive; ? = inconclusive; . = not tested or not shown; & = joins results of further samples. Cut-off read from the data, not from the text of the source, unless noted: active = inhibition above about 30%; inconclusive = no clear call, values can overlap the other calls; inactive = below that. Only part of the results is shown; the hit share may differ from the screen's.
SMILES,PfHsp40 rescue,TcdB GH inh,PrPC TRFRET,3CLpro inhibitor,Anthrax LF inh2,PriA SSB inh,BoNT-A LC inh2,Yp Topo-I inh,Vc quorum ag
CCOc1ccc(S(=O)(=O)N2CCC(C(=O)N3CCCCCC3)CC2)cc1C,-1.9,1.7,1,0,4,13,-4.1,-5,7.7
COc1ccc(C2NC(=O)c3sc4nc(C)c(C(C)=O)c(-c5ccc(Cl)cc5)c4c3N2)cc1 (stereo unspecified),0.0,.,-4,1,-3,-11,-0.2,-9,.
O=C(Cc1c(Cl)cccc1Cl)Nc1ccncc1,-0.9,1.5,-4,-5,-1,-6,2.6,1,-7.7
O=C(CC1C(=O)NCCN1Cc1cccc(F)c1F)NC1CCCCCC1 (stereo unspecified),0.4,1.3,-4,3,-4,-9,-4.1,5,.
COC(=O)[C@H]1C[C@@H]1[C@H](NC(=O)c1ccccc1)c1ccccc1,0.5,-0.1,7,3,1,6,-0.2,-3,0.5
CCOC(=O)N1CCC(NC(=O)CN2C(=O)COc3ccc(C(C)(C)C)cc32)CC1,-0.5,-0.1,6,-5,-4,-9,-0.9,5,-3.3
CC(C)(C)OC(=O)n1cc(C(=O)c2ccccc2O)cn1,1.9,1.6,-4,4,0,1,-0.3,7,-0.5
CCOC(=O)c1c(S(=O)(=O)NCC(=O)N2CCN(c3ccccc3)CC2)c(C)n(C)c1C,0.4,1.1,6,0,8,1,1.2,5,i
COc1cccc(C2CC(=O)Nc3cc(OC)c(OC)cc32)c1 (stereo unspecified),-1.2,0.8,-2,-4,-20,6,-3.0,8,-0.8
CCC(Oc1ccccc1OC)C(=O)Nc1ccc2c(c1)OCO2 (stereo unspecified),-0.6,0.7,-2,-7,-1,8,2.0,-5,-0.5
Cn1c(SCc2nc3ccccc3n2CCO)nc2ccccc21,-1.5,.,-9,0,-3,-16,0.1,-4,i
Cc1ccc2nc(C)cc(SCC(=O)N/N=C/c3ccco3)c2c1,-2.3,0.7,13,-2,-2,.,-4.5,18,-2.2
COCCn1c(C)cc(C(=O)COc2ncnc3ccc(Br)cc23)c1C,-1.0,-1.6,8,4,-1,-5,-0.3,0,-0.2
Clc1ccccc1Nc1nc(-c2ccncc2)nc2ccccc12,1.8,0.9,5,1,-6,-14,-3.6,23,i
NC(=O)c1ccccc1NC(=O)COC(=O)CSCc1cccc(Cl)c1,2.6,-1.8,-2,.,-5,-19,-0.8,1,i
O=C1CN(C(=O)COC(=O)c2c(F)cccc2Cl)c2ccccc2N1,0.1,0.4,-2,.,2,5,0.0,2,-0.5
COCCNC(=S)N/N=C(\C)c1ccc(-n2ccnc2)cc1,-0.3,.,-6,1,-8,.,-1.1,-1,-0.3
O=C(NC1CCCC1)c1ccc(CS(=O)(=O)c2cccc(C(F)(F)F)c2)o1,0.1,.,-1,-2,-1,-7,-1.1,-3,-0.2
CN(CC(=O)Nc1ccccc1Cl)CC(=O)Nc1ccccc1[N+](=O)[O-],1.6,4.1,-14,4,-5,12,-0.3,9,i
COc1ccc(C(=O)NNC(=O)c2cc3cc([N+](=O)[O-])ccc3oc2=O)cc1OC,0.1,.,-8,1,-1,-3,0.1,0,-0.2
COc1ccc(-n2c(Cc3cccn3C)nnc2SCC(=O)NCc2ccc(F)cc2)cc1,-0.5,0.9,1,0,0,5,-0.9,29,-0.4
CN(C(=O)COC(=O)/C=C/c1cccs1)c1c(N)n(Cc2ccccc2)c(=O)[nH]c1=O,-1.1,0.0,0,.,-5,3,-2.2,-4,0.6
C/C(=N\NC(=O)c1nn(C)cc1Br)c1cccc(NC(=O)c2ccncc2)c1,-2.4,2.1,-1,1,1,.,-0.1,3,-0.9
O=[N+]([O-])c1ccc(N2CCCCC2)nc1,-1.7,1.9,-11,.,1,1,1.8,7,-0.5
Cn1cc(CNC(=O)C23CC4CC(CC(C4)C2)C3)cn1,0.1,.,9,-2,8,-5,3.0,3,-0.6
Cc1cc(=O)n2[nH]c(COc3ccccc3)nc2n1,-0.7,.,0,-1,7,2,-0.1,2,-0.4
CCC(C(=O)c1ccccc1)P(=O)(NN)c1ccccc1 (stereo unspecified),.,1.3,5,0,3,5,1.2,-6,-0.5
CC(Sc1nc(-c2ccccc2)cc(C(F)(F)F)n1)C(=O)N1CCOCC1 (stereo unspecified),0.0,.,-5,5,-3,-16,-0.1,11,i
CCCNC(=O)c1ccc2c(c1)ncn2-c1ccccc1OC,0.6,.,-6,-5,5,-14,1.4,-10,i
CC(NCc1ccc(S(N)(=O)=O)cc1)C(=O)Nc1cc([N+](=O)[O-])ccc1Cl (stereo unspecified),1.2,6.9,-31,7,-1,7,-1.2,0,-0.2
Cc1cccc(CC(=O)OCn2nnc3ccccc3c2=O)c1,0.3,1.6,2,2,0,-14,0.4,10,-3.1
CCc1cc2c(=O)c(-c3nc4ccccc4n3C)c(C)oc2cc1OC(C)=O,-0.6,0.5,9,-2,-3,-2,-0.6,2,-0.8
O=C(Nc1ncccc1O)c1ccc2ccccc2c1,-1.7,-0.4,-4,-3,2,-5,0.2,-10,-0.2
COCCCNc1nc(N)c([N+](=O)[O-])c(NCC2CCCO2)n1 (stereo unspecified),-0.8,0.4,-4,1,-8,-7,0.3,-8,-0.5
COc1cc(C(=O)N/N=C/c2ccc(OC(=O)c3cccc(C)c3)c(OC)c2)ccc1O,0.5,-0.6,-5,-6,0,.,1.2,25,0.6
COc1ccc(N2CCN(S(=O)(=O)CCNC(=O)CCCc3ccccc3)CC2)cc1,2.2,2.6,8,.,3,-2,-0.5,11,-0.7
COc1ccc(NC(=O)c2c(C)noc2-c2snnc2C)cc1,0.1,0.8,1,4,-1,-6,?,3,i
C[C@H]1C[C@@H]2[C@H]([C@@H](O)C[C@@]3(C)[C@H]2CC[C@]3(O)C(=O)CO)[C@@]2(C)C=CC(=O)C=C12,1.3,-5.1,12,-6,-6,-11,0.2,-11,6.2
Cc1ccc(C2/C(=C(\O)c3c(C)nc4c(C)cccn34)C(=O)C(=O)N2CCN(C)C)o1 (stereo unspecified),-0.3,0.5,-3,.,?,.,?,1,-0.6
Nc1cc2nc3ccccc3nc2cc1N,2.6,-0.2,-3,0,0,22&-10,4.0,-9,-1.0
Cc1ccc(F)c(S(=O)(=O)NC(=O)C2(C)CCN2C(=O)c2sccc2C)c1 (stereo unspecified),.,-0.9,7,.,-2,.,0.0,-6,3.0
CNC(=O)C[C@H]1C(=O)N(c2ccc(Br)cc2)C[C@@H]1C,.,0.0,2,.,-2,.,0.1,1,-0.4
C=CCn1c(N)cc(=O)nc1SC(CC)C(=O)Nc1ccc(C(C)=O)cc1 (stereo unspecified),-2.0,-1.0,-2,1,0,2,1.4,-1,-0.4
COc1ccc(-n2c(=O)c3c4c(sc3n(CC(=O)NCC3CCCO3)c2=O)CN(C(C)=O)CC4)cc1OC (stereo unspecified),.,0.9,-7,.,-6,.,-0.2,-8,i
Cc1cccc(NC(=O)c2cc(S(=O)(=O)N3CCc4ccccc43)cn2C)c1,0.0,-1.4,3,0,-2,-5,-0.7,6,-1.2
CN1CCN(C(=O)c2cc3ccccc3cc2O)CC1,-2.7,0.6,3,.,1,-15,2.9,-3,-0.8
COc1ccc(N2CCN(C(=O)Cn3cncn3)CC2)cc1,0.0,-6.1,-4,2,-1,-1,0.4,7,i
COc1ccc(C(=O)Nc2ccc(C(=O)Nc3nccs3)cc2)cc1[N+](=O)[O-],-1.5,.,-7,-5,0,-13,0.7,-3,-0.2
CC(C)(C)C1CCC(OC(=O)C[N+]2(C)CCCCC2)CC1 (stereo unspecified),-2.3,0.8,-2,7,-3,2,-1.0,-11,-0.4
C=C(C)Cn1c(SCC(=O)O)nc2c1c(=O)[nH]c(=O)n2C,-0.3,1.0,-1,4,2,-4,-0.1,7,-0.3
COc1ccc(CN2C(=O)c3ccccc3C2=O)cc1C(=O)OCC(=O)NC1CCCCC1,-0.3,1.7,-4,0,0,-17,0.4,11,1.4
O=C(O)c1ccc(Nc2cc(Cl)c3nonc3c2[N+](=O)[O-])cc1,0.3,0.6,-43,6,-3,5,-2.1,5,-0.2
NC(=O)c1cc(N)ccc1N1CCCCC1,-0.6,-5.7,-3,2,-1,6,-0.9,3,0.6
O=C(c1ccccc1[N+](=O)[O-])N1N=C(c2ccccc2)CC1(O)C(F)(F)F (stereo unspecified),-0.7,1.6,-2,0,-1,7,-2.9,6,-0.5
CC1CCN(C(=O)c2cc(-c3ccc(Cl)c(Cl)c3)on2)CC1,3.7,.,-3,-4,-4,-10,0.3,3,-0.4
NC(=O)c1ccsc1NC(=O)C1CCCCC1,0.6,0.4,-1,-3,4,-7,-0.2,1,-0.1
CC(=O)NC(CC(=O)OC(C)C(=O)Nc1ncc(Cl)cc1Cl)c1ccccc1 (stereo unspecified),-1.1,1.5,0,2,-1,-3,3.5,7,i
Cc1ccc(/C(N)=N/OC(=O)Cc2ccccc2)cc1,-0.8,-0.5,3,-1,-1,.,-0.8,-5,-0.2
COc1ccc(OC(=O)N(C)C[C@H]2OCc3cnnn3CCCC(=O)N([C@@H](C)CO)C[C@H]2C)cc1,.,-10&-0.4,10,.,0,.,-0.2,-6,-2.3
c1ccc(CN(Cc2cccs2)C(c2cccs2)c2nnnn2C2CCCC2)cc1 (stereo unspecified),1.1,.,2,-2,-4,3,-1.0,31,i
# More structures
SMILES,PfHsp40 rescue,TcdB GH inh,PrPC TRFRET,3CLpro inhibitor,Anthrax LF inh2,PriA SSB inh,BoNT-A LC inh2,Yp Topo-I inh,Vc quorum ag
Cn1cccc2[nH]c(=O)nc1-2,-1.8,0.5,0,1,-4,-13,-0.2,0,-0.7
CC(C)Cn1c(=O)c2c(nc3n2CC(C)CN3Cc2ccccc2)n(C)c1=O (stereo unspecified),-0.3,0.3,2,-3,0,-6,-0.2,20,i
CCCCCC(=O)Nc1ccc(N2CCN(C(=O)CCC)CC2)cc1,1.3,.,5,-1,-2,-2,-0.7,-10,0.0
Cc1cccc(-c2nc(Nc3cccc(O)c3)c3ccccc3n2)c1,16,0.9,-2,4,-15,-9,-5.6,-31,-0.4
COc1cc(S(=O)(=O)NCC2(N3CCCCC3)CCCCC2)ccc1NC(C)=O,-0.3,1.2,-7,.,.,-12,.,-3,i
O=C(/C=C/c1ccc(Cl)cc1)N1CCN(CCN2C(=O)c3cccc4cccc(c34)C2=O)CC1,-0.6,0.7,2,.,2,-4,-0.9,7,i
CCCCCOc1ccc(NC(=O)CCCC(=O)O)cc1,-0.4,.,-1,1,2,-4,0.4,-2,2.2
NC(=O)c1ccccc1NC(=O)Nc1cccc(Cl)c1Cl,-0.8,1.0,12,-3,0,-3,0.1,-1,0.4
O=C(O)c1ccc(NS(=O)(=O)Cc2ccc(Cl)c(Cl)c2)cc1,-2.4,0.2,3,.,0,2,0.0,7,0.8
Cc1cc(N2CCOCC2)nc2ccc(NC(=O)CCC(=O)N3CCC4(CC3)OCCO4)cc12,-0.8,.,2,2,-11,-14,-0.5,8,-0.2
Cc1ccccc1-c1nc(CN2CCC(C(=O)NCCCN3CCCC(C)C3)CC2)c(C)o1 (stereo unspecified),1.0,0.4,-16,1,3,-10,-1.8,-5,-1.9
Cc1ccc(C(=O)Nc2ccncc2)c(Cl)c1,-0.6,-1.1,15,-4,-23,-7,-1.2,3,-0.5

# Single records, as listed above. Screens in order: PfHsp40 rescue | TcdB GH inh | PrPC TRFRET | 3CLpro inhibitor | Anthrax LF inh2 | PriA SSB inh | BoNT-A LC inh2 | Yp Topo-I inh | Vc quorum ag
# Listed for CCc1cc2c(=O)c(-c3nc4ccccc4n3C)c(C)oc2cc1OC(C)=O : -0.6 | 0.5 | 9 | -2 | -3 | -2 | -0.6 | 2 | -0.8
# Listed for CCOc1ccc(S(=O)(=O)N2CCC(C(=O)N3CCCCCC3)CC2)cc1C : -1.9 | 1.7 | 1 | 0 | 4 | 13 | -4.1 | -5 | 7.7
# Listed for O=C(O)c1ccc(NS(=O)(=O)Cc2ccc(Cl)c(Cl)c2)cc1 : -2.4 | 0.2 | 3 | . | 0 | 2 | 0.0 | 7 | 0.8
# Listed for COc1ccc(N2CCN(S(=O)(=O)CCNC(=O)CCCc3ccccc3)CC2)cc1 : 2.2 | 2.6 | 8 | . | 3 | -2 | -0.5 | 11 | -0.7

# Source: PubChem
